Bioassay records from PubChem BioAssay.
TDP1 cell noCPT – qHTS for Inhibitors of human tyrosyl-DNA phosphodiesterase 1 (TDP1): qHTS in cells in absence of CPT; DT40 Tdp1-/- hTDP1 cells, no CPT, ATP luminescence, 48 h; Potency, µM (titrated, usually from 46.2 µM), for the others: at the top dose activity change, negative = growth inhibition, hits mostly inhibitors; 15% of 420,000 active; AID 686978, 2013; also: nearly all actives have a fitted effect of over 55% in size
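A cellular qHTS used chicken DT40 cells lacking endogenous Tdp1 but carrying stably transfected human TDP1. Compounds were applied without camptothecin, and cell growth kinetics were judged by ATP-dependent luminescence after ≥48 hr.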
GCN5L2 inh – GCN5L2 (KAT2A) acetyltransferase inhibition; GCN5L2 HAT assay, ThioGlo1 CoA-SH fluorescence; 0.21% of 390,000 active; Potency, µM (series often up to 58.9 µM), for the others: at the highest dose activity change, negative = inhibition, hits mostly inhibitors; Q92830; AID 504327
Target sequence (Q92830 whole entry, looked up): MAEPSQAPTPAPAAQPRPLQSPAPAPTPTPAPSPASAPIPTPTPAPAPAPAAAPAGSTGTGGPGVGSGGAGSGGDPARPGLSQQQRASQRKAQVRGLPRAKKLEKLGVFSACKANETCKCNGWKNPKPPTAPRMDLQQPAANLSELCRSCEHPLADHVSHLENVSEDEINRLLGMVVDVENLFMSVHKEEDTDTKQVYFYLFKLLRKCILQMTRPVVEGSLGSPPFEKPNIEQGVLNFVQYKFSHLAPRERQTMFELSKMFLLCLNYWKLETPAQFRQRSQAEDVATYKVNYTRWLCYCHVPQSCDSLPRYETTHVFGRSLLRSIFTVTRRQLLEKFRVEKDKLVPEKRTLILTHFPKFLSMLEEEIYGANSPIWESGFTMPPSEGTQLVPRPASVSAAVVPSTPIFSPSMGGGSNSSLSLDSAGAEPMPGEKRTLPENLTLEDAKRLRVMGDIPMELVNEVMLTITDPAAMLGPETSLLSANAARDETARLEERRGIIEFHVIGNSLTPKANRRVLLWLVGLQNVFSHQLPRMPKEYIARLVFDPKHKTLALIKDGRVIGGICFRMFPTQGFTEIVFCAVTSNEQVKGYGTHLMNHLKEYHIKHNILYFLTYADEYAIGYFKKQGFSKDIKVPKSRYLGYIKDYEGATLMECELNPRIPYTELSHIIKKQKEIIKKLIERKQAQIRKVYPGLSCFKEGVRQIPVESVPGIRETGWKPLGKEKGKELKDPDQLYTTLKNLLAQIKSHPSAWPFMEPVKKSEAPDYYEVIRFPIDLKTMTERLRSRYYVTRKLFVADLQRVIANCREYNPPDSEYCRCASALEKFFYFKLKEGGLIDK
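qHTS, 1536-well. 20nM enzyme, pH 7.5 HEPES/EDTA/Tween-20 buffer; 15 min compound preinc., RT. Start: 75uM H3(1-25), 70uM AcCoA, 50uM ThioGlo1. Read Ex340/Em540 at t=0 (autofluorescence flag) and t=20 min.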
DT40 TDP1 CPT – DT40-hTDP1 cell growth loss with CPT; Potency, µM (doses to about 46.2 µM), inactives show top-dose activity change, negative = growth inhibition, actives largely listed as inhibitors; 12% of 420,000 active; chicken DT40 Tdp1-/-;hTDP1 cells + 20 nM CPT, ATP luminescence, 48 h; also: nearly all actives have a fitted effect of over 55% in size
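Cell growth measured by CellTiter-Glo luminescence after a minimum 48 h, 37 C compound exposure with 20 nM CPT in Tdp1-knockout DT40 cells stably expressing hTDP1, seeded 400/well; qHTS titration format.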
* hit, by the source's call; ? = inconclusive; nt = no result given; & = joins results of further samples; [ ] = another dose, or the depositor's remark. Calls follow the shape of the dose curve; as a rule, active = well fitted curve in the direction sought with a large enough effect; inconclusive = small, poorly fitted or top-dose-only effect, or another doubt; inactive = no such curve, though single readings can be large; an effect the other way counts as inactive or inconclusive. % is scaled to controls: 0 for no effect and ±100 for the full control effect; potency is read from the fitted curve at half-maximal effect.

mol | TDP1 cell noCPT | GCN5L2 inh | DT40 TDP1 CPT
CCN(CC)S(=O)(=O)c1ccc(-c2nnc(SCC(=O)N3c4ccccc4CC3C)n2CC)cc1 (stereo unspecified) | 21µM* | 0% | 15µM*
Cc1ccc(NC2=C/C(=N/S(=O)(=O)c3cccs3)c3ccccc3C2=O)cc1C | 7.3µM* | 0% | ?
Cc1ccnc(NC(=O)c2ccc3c(c2)C(=O)N(CC2CCCO2)C3=O)c1 (stereo unspecified) | -15% | -10% | -8%
Cc1cc(C)c2cc(CN(CCO)C(=O)Nc3ccc(F)cc3)c(=O)[nH]c2c1 | -10% | -8% | -27%
COC(=O)c1cc[n+](CC(=O)c2ccccc2)cc1 | 2% | 0% | 1%
CN1CCN(/N=C/c2nc(-c3ccccc3Cl)n3ccccc23)CC1 | ? | 4% | -1%
Cc1ccc(C)c(Sc2ccc(S(=O)(=O)Nc3ccc(C(=O)O)cc3)cc2)c1 | 3% | ? | -4%
O=C(Nc1ccccc1)N(CCN1CCOCC1)Cc1ccccc1F | -16% | 0% | -26%
Cc1nn(-c2ccccc2)c(C)c1C(=O)OCC(=O)N(C)c1ccccc1 | 6% | -5% | 3%
COc1ccccc1C1=NOC(COC(=O)c2ccc(Br)cc2)C1 (stereo unspecified) | 15% | -8% | 5%
COC(=O)c1ccc(COc2cc([N+](=O)[O-])cc3cccnc23)cc1 | 10% | -23% | ?
CCCOP(=O)(c1ccc(N(C)C)cc1)C(O)c1cc(OC)ccc1OC (stereo unspecified) | ? | -3% | 2%
COc1cccc(/C=N/NC(=O)c2nnn(-c3nonc3N)c2C(C)C)c1OCc1ccc(F)cc1 | ? | -7% | ?
O=[N+]([O-])c1ccc(N2CCSCC2)cc1 | 5% | -3% | 17%
CCOc1ccc(N2CC(c3nc4ccccc4n3CCCOc3ccc(OC)cc3)CC2=O)cc1 (stereo unspecified) | 8.2µM* | -10% | ?
O=C(O)CCCCOn1ccnc1 | -5% | -3% | -1%
O=C(c1ccccc1S(=O)(=O)NCC(O)COc1ccc([N+](=O)[O-])cc1)N1CCCCC1 (stereo unspecified) | ? | -5% | ?
CC(C)CC(=O)NCCCCc1ccccc1 | ? | -4% | -2%
CCCn1nnnc1NCc1ccc(OC)cc1OC | -17% | -7% | -5%
CCS(=O)(=O)N1CCCC(C(=O)NCC2CCCO2)C1 (stereo unspecified) | -12% | -14% | -6%
O=C(Nc1ccccc1N1CCCC1)C1CCN(S(=O)(=O)c2ccc(F)cc2)CC1 | ? | -1% | ?
O=S(=O)(c1ccc(Cl)nc1)N1CCc2ccccc21 | 8% | -12% | 2%
CN(C)c1ccc(-c2cncnc2NCCc2cnc[nH]2)cc1 | -23% | -5% | ?
Cc1ccc(N(CC(=O)NCc2ccc(F)cc2)C(=O)c2ccco2)cc1C | -29% | -7% | -5%
COC(=O)Cn1c(=O)c(=O)n(CC(=O)OC)c2ccccc21 | -3% | -12% | -1%
Cc1cccc(-c2nc3cc(NC(=O)C4CCCO4)ccc3o2)c1 (stereo unspecified) | ? | -13% | ?
O=C(CCNc1n[nH]c(=O)[nH]c1=O)N/N=C/c1ccc(C(F)(F)F)cc1 | 18% | -8% | 3%
COc1ccc(CNC(=O)COC(=O)c2sccc2C)cc1OC | -4% | 0% | -16%
Cc1nnc(NC(=O)CSCc2cc(=O)c3ccccc3[nH]2)s1 | -1% | -5% | -3%
COc1cc(NC(=O)CCc2c(C)nn(-c3ccc(N4CCOCC4)nn3)c2C)cc(OC)c1OC | 9%&-23% | -4%&-4% | -5%&-13%
COc1ccccc1-c1cc(C(F)(F)F)nc(S(=O)(=O)CCCC(=O)Nc2ccc(F)c(Cl)c2)n1 | ? | -6% | -23%
Cc1cc(/C=N/n2c(COc3ccccc3)nc3ccccc3c2=O)c(O)c([N+](=O)[O-])c1 | 21µM* | -16% | 16µM*
O=C(NCc1ccco1)c1cccc2c1C(=O)c1ccc(N3CCC(Cc4ccccc4)CC3)cc1S2(=O)=O | 13µM* | -12% | 13µM*
CN(C)c1cc(-c2ccc(C#N)cc2)oc(=O)c1Cl | -1% | -8% | 1%
COc1ccc(CN2CCN(Cc3c[nH]c4ccccc34)CC2CCO)c(F)c1 (stereo unspecified) | 8.2µM* | -14% | 4.6µM*
COc1cccc(CN=C2Nc3ccccc3CS2)c1 | -2% | -5% | 2%
Cc1ccc(NC(=O)c2cc(S(=O)(=O)N3CCCCC3)ccc2N2CCOCC2)c(C)c1 | ? | nt | ?
CC(=O)Nc1nnc(SCC(=O)NCCOc2ccccc2)s1 | -8% | -13% | -1%
COc1cc(Cl)c(NS(=O)(=O)c2ccc(-c3coc(C)n3)cc2)c(OC)c1 | 4.1µM* | -1% | 3.7µM*
N#Cc1ccccc1NC(=O)CSc1nc(-c2ccccc2)cc(C(F)(F)F)c1C#N | -14% | -26% | -19%
Oc1c(C(c2ccccc2)N2CCC(O)CC2)sc2nc(-c3ccco3)nn12 (stereo unspecified) | -8% | -3% | -3%
CCC(C)Sc1ccc([C@@H]2[C@H]3C(=O)N(CC)C(=O)[C@H]3[C@]3(C(=O)OC)CCCN23)cc1OC (stereo partly specified) | 23µM* | -29% | 23µM*
C[C@H](NC(=O)[C@@H]1Cc2ccccc2CN1)C(=O)NC1CCCC1 | 2% | 0% | -2%
C[C@H]1COc2cc(N3CCN(Cc4ccccc4F)CC3)ccc2S(=O)(=O)N1 | -23% | nt | -13%
COc1ccc(C)cc1NC(=O)CSc1nc(=O)n(Cc2ccccn2)c2c1CCC2 | 21µM* | -2% | ?
CCC1(c2ccc(F)cc2)NC(=O)N(CC(=O)N2CCc3ccccc32)C1=O (stereo unspecified) | ? | 0% | ?
CN(C)S(=O)(=O)c1cc(C(=O)OCCn2cnc3c2c(=O)n(C)c(=O)n3C)ccc1Cl | ? | -6% | -15%
S=C(NNC(=S)NC1CC2CCC1C2)NC1CC2C=CC1C2 (stereo unspecified) | ? | -4% | -29%
O=C(O)c1ccc(C=C(c2nc3ccccc3s2)c2nc3ccccc3s2)cc1 | 1% | -5% | ?
CC(=O)c1ccc(N2CCN(C(=O)c3cn(C)c(=O)c4c3c3ccccc3n4C)CC2)cc1 | 23µM* | 3% | ?
NC(=O)c1ncn([C@@H]2O[C@H](CNCc3cccc4c3sc3ccccc34)[C@@H](O)[C@H]2O)n1 | -17% | nt | -6%
O=C1CCCCN1CCCC(=O)N1CCCC(Nc2ccc(F)c(F)c2)C1 (stereo unspecified) | 3% | -6% | -20%
CCOC(=O)c1cc(S(=O)(=O)Nc2ccc(OC)cc2OC)cn1C | ? | 1% | -25%
CC1CCCCN1C(=S)NCc1ccccc1 (stereo unspecified) | -7% | 0% | -4%
O=C(O)c1ccc(NS(=O)(=O)c2ccc(N3CCCC3)c([N+](=O)[O-])c2)cc1 | -14% | 0% | -8%
CC(C)NS(=O)(=O)c1cc(F)ccc1CN1C(=O)c2cccnc2C1=O | 22% | -19% | 3%
Clc1ccc(OCCn2cnc3ccccc32)cc1 | 18µM* | -1% | 23µM*
CC1C=CCC2C(=O)N(c3cccc(C(=O)Nc4ccc(Br)cc4)c3)C(=O)C12 (stereo unspecified) | -25% | -18% | -28%
CCN(C(=O)COC(=O)c1ccccc1O)c1cccc2ccccc12 | -23% | -1% | 0%
CCOc1ccccc1-n1c(SCC(=O)N2CCOCC2)nnc1-c1ccccn1 | -6% | 0% | -7%

Rewritten with two lines to a compound: part of the list above
The line under a structure holds: TDP1 cell noCPT | GCN5L2 inh | DT40 TDP1 CPT
CCOC(=O)c1cc(S(=O)(=O)Nc2ccc(OC)cc2OC)cn1C
→ ? | 1% | -25%
CC1CCCCN1C(=S)NCc1ccccc1 (stereo unspecified)
→ -7% | 0% | -4%

Continued:
smiles	TDP1 cell noCPT	GCN5L2 inh	DT40 TDP1 CPT
COc1cc([N+](=O)[O-])ccc1N1C(=O)CC(Sc2nccc(C)n2)C1=O (stereo unspecified)	?	-17%	?
COc1ccc2c(c1)c(=O)c(S(=O)(=O)c1ccc(F)cc1)cn2Cc1ccccc1Cl	0.23µM*	-4%	0.26µM*
CC(C)N1C(=O)CCC1C(=O)NCc1ccco1 (stereo unspecified)	24%	0%	11%
CN(Cc1ccc(C#CCCO)cc1)CC1CCCN(CCc2ccc(Cl)cc2)C1 (stereo unspecified)	15µM*	-3%	18µM*
CN(C)CCNC(=O)CN1N=C(c2ccccc2)CCC1=O	-2%	10%	-5%
CN(Cc1cccs1)C(=O)c1ccc(S(=O)(=O)N2CCCCC2)cc1	?	-4%	?
CCc1c(C)sc2c1CCN(Cc1ccc(F)cc1)C2c1ccccc1 (stereo unspecified)	4.6µM*	22%	?
CC(=O)c1ccc(S(=O)(=O)N2CCN(C(=O)c3ccccc3Cc3ccccc3)CC2)cc1	-22%	-10%	-23%
CCOC(=O)N1CCc2c(sc(NCc3sccc3C)c2C(=O)Nc2cc(Cl)ccc2OC)C1	?	-4%	-24%
Cc1cccc(OCc2cc(=O)n3c4c(sc3n2)CCCC4)c1C	-23%	-3%	-2%

Quoted from the listing:
`Cc1cccc(OCc2cc(=O)n3c4c(sc3n2)CCCC4)c1C` – DT40 TDP1 CPT: -2%
`CN(Cc1ccc(C#CCCO)cc1)CC1CCCN(CCc2ccc(Cl)cc2)C1` (stereo unspecified) – TDP1 cell noCPT: 15µM*

The listing picks up; the two compounds before the break are reprinted first.
smiles	TDP1 cell noCPT	GCN5L2 inh	DT40 TDP1 CPT
CCOC(=O)N1CCc2c(sc(NCc3sccc3C)c2C(=O)Nc2cc(Cl)ccc2OC)C1	?	-4%	-24%
Cc1cccc(OCc2cc(=O)n3c4c(sc3n2)CCCC4)c1C	-23%	-3%	-2%
Clc1cccc(CNc2nnnn2-c2ccccc2)c1	16µM*	-3%	?
CCOc1cc(S(=O)(=O)NC2CCCCCC2)ccc1F	?	-6%	21µM*
CC(=O)Nc1ccc(C=NNC(=O)c2ccc(NS(=O)(=O)c3cccs3)cc2)cc1	2%	-29%	-10%
Cc1cccc(NC(=O)c2ccc3c(Cl)c4c(nc3c2)CCCC4)n1	21µM*	2%	?
Cc1ccc(OCC(=O)Nc2cc(C(C)(C)C)on2)cc1C	13%	-17%	34%[activator]
CCOC(=O)C(CC)Sc1nc2c(cnn2-c2ccccc2)c(=O)[nH]1 (stereo unspecified)	-26%	2%	?
COc1cc(OC)cc(-n2c3nc4ccccc4nc3c3c(=O)n(CC4CCCO4)cnc32)c1 (stereo unspecified)	?	1%	?
N#Cc1nc(-c2ccc(F)cc2)oc1N1CCC(C(N)=O)CC1	-6%	3%	0%
COc1ccc2c(c1)c(CC(=O)OCC(N)=O)c(C)n2C(=O)c1ccc(Cl)cc1	?	-18%	?
CSc1ncccc1C(=O)Nc1ccc2nc(C)sc2c1	-2%	-3%	-23%
CCOC(=O)Nc1ccc(NC(=O)OCC)cc1	-8%	nt	-20%
CC1CCCCC12NC(=O)N(CC(=O)Nc1cccc(S(=O)(=O)N3CCCCC3)c1)C2=O (stereo unspecified)	-23%	-2%	-21%
O=C(NCCCNc1ccc(C(F)(F)F)cc1[N+](=O)[O-])c1ccc(Cl)cc1	-22%	?	?
CCn1c(SCC(=O)N(C)c2ccccc2)nc2c([nH]c3ccccc32)c1=O	-3%	0%	-10%
Brc1csc(C=Nc2ccc3c(c2)OCCOCCOCCOCCO3)c1	3%	-1%	0%
Cc1cccc(NC(=S)NC(=O)CCc2ccccc2)c1C	?	-7%	?
COC(=O)c1cc2oc3ccccc3c2n1Cc1ccccn1	?	-1%[0.501 µM]	-10%
COc1ccc(/C=C2\SC(=S)N(N3C(=O)CCC3=O)C2=O)cc1O	3%	0%	8%
Cc1oc2ccc(O)c(CN(C)Cc3ccccc3)c2c1C(=O)Nc1ccccc1	8.2µM*	-16%	9.2µM*
Cc1cc(NS(=O)(=O)c2cccs2)no1	-3%	-3%	-11%
COc1ccc(N(C(=O)c2snc(C(N)=O)c2N)C(C(=O)NC2CCCC2)c2cccs2)cc1OC (stereo unspecified)	1%	-4%	15%

Some of the compounds tested. The share of hits here may be higher or lower than overall.
